Pf growth 48h – Primary qHTS for delayed death inhibitors of the malarial parasite plastid, 48 hour incubation. hit rate 5.9% among 310,000. AID 504832, 2011. P. falciparum luciferase growth in erythrocytes, 48 h. Potency, µM (titrated, usually from 28.7 µM), without a hit: top-dose activity change, negative = inhibition, usual class: inhibitors; further: potency means the concentration at half of the fitted maximal effect; on the % scale 0 is the no-effect control and ±100 the full control effect
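First compound was added to culture medium, then infected red cells at 0.1% parasitemia and 2% hematocrit (final). After incubation at 37 C under 5% CO2, luciferase detection reagent was dispensed and light output recorded.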
Shiga inhibitor – A qHTS for Small Molecule Inhibitors of Shiga Toxin; Vero cells, Shiga toxin protein synthesis inhibition reporter; inhibition, % at 38.7 µM; hit rate 9.2% among 290,000; in the data active means inhibition mostly above about 28%, no sharp cut-off; inactive means mostly below about 43%; further: 0% is about no effect
Pf growth 96h – Primary qHTS for delayed death inhibitors of the malarial parasite plastid, 96 hour incubation. P. falciparum luciferase reporter growth, 96 h. Potency, µM (titrated, usually from 28.7 µM), for the others: top-dose activity change, negative = inhibition, hits mostly inhibitors. hit rate 6.9% among 320,000. AID 504834, 2011; further: potency means the concentration at half of the fitted maximal effect; on the % scale 0 is the no-effect control and ±100 the full control effect
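P. falciparum expressing integrated firefly luciferase grown in erythrocytes (2% hematocrit, 0.05% parasitemia final) with compounds for 96 hours at 37 C, 5% CO2. Growth inhibition read as loss of luminescence after adding luciferase detection reagent.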
Tb PYK inh – qHTS of Trypanosoma Brucei Inhibitors; pyruvate kinase (Trypanosoma brucei), Q57TT1; TbPYK enzyme, Kinase-Glo Plus ATP luminescence, 45 min; Potency, µM (highest dose often 76.8 µM), for the others: at the top dose activity, negative = inhibition, usual class: inhibitors; hit rate 0.12% among 410,000; AID 624173, 2012; further: potency means the concentration at half of the fitted maximal effect; on the % scale 0 is the no-effect control and ±100 the full control effect; nearly all actives have a fitted effect of over 50% in size
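T. brucei PYK with substrate was exposed to pin-transferred compounds across a concentration series, then started with 130 uM ADP (final). After 45 min at room temperature, Kinase-Glo Plus luminescence was read, normalized and curve-fitted.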
LmPK inh – qHTS Assay for Inhibitors of Leishmania Mexicana Pyruvate Kinase (LmPK) | hit rate 0.37% among 290,000 | Q27686 | purified LmPK, Kinase-Glo ATP luminescence, 1 h | Potency, µM (doses to about 57.5 µM), for inactives: at the top dose activity change, negative = inhibition, most hits filed as inhibitors; further: potency means the concentration at half of the fitted maximal effect; on the % scale 0 is the no-effect control and ±100 the full control effect
Target sequence (Q27686 whole entry, looked up): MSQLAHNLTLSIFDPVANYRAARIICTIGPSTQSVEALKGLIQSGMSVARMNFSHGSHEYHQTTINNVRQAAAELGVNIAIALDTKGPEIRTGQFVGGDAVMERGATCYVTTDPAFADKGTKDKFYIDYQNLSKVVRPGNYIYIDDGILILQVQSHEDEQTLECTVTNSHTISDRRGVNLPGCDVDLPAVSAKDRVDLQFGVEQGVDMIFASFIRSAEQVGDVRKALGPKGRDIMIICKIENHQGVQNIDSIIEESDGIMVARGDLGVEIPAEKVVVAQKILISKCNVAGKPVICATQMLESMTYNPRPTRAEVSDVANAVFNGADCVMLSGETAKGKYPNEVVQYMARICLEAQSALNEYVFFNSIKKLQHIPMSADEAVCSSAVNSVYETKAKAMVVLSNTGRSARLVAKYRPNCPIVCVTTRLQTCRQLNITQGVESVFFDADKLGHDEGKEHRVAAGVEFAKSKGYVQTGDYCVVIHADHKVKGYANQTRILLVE
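Purified LmPK (0.1 nM) with 0.5 mM PEP and 0.1 mM ADP in imidazole buffer pH 7.2 with MgCl2/KCl, 1 h at room temperature. ATP formed was read by luciferase luminescence and normalized to no-enzyme and uninhibited controls.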
AmpC no deterg – qHTS Inhibitors of AmpC Beta-Lactamase (assay without detergent) | P00811 | Potency, µM (doses to about 57.1 µM), inactives show at the highest dose activity change, negative = inhibition, actives largely listed as inhibitors | hit rate 0.52% among 330,000 | AID 485341, 2010 | AmpC nitrocefin hydrolysis, absorbance 480 nm, 0.0001% Triton;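 further: potency means the concentration at half of the fitted maximal effect; plate controls were no compound for no effect and no enzyme for full effect; nearly all actives have a fitted effect of over 20% in size; some results filed as inactive show a strong effect at the top dose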
Target sequence (P00811 whole entry, looked up): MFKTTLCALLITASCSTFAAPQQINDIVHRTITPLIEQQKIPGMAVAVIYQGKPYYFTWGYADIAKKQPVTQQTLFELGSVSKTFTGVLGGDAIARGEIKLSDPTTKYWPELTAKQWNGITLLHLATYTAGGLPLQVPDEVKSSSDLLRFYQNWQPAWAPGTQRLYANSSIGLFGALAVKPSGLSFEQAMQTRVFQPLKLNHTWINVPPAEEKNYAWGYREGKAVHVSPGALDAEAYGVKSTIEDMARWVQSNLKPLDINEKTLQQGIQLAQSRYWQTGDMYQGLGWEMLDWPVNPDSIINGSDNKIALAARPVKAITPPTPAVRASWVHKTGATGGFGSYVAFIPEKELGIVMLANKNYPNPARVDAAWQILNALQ
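AmpC (5.3 nM in the dispensed reagent) in 20 mM phosphate pH 7.0 with 0.01% (detergent screen) or 0.0001% Triton X-100 was preincubated with compounds for 15 min at room temperature. Nitrocefin was then added from an 800 uM solution, and hydrolysis was followed at 480 nm.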
CHX counter – Cycloheximide Counterscreen for Small Molecule Inhibitors of Shiga Toxin. cell reporter, cycloheximide protein synthesis inhibition counterscreen. max response, %. hit rate 12% among 300,000. AID 2314, 2010; in the data active means max response mostly above about 13%, no sharp cut-off; inactive means mostly below about 14%; further: read at 38.3 µM for the half of the compounds with a filed dose; 0% is about no effect
Active calls of the source: *; i = inactive; ? = inconclusive; . = not tested or not shown; & = joins results of further samples; [ ] = remark or other dose. Unless noted, the call rests on the fitted dose curve; in most records, active means well fitted curve in the direction sought with a large enough effect; inconclusive means small, poorly fitted or top-dose-only effect, or another doubt; inactive means no such curve, though single readings can be large; an effect the other way counts as inactive or inconclusive. This is a random part of the collection. Share with any hit: about 22%.

SMILES	Pf growth 48h	Shiga inhibitor	Pf growth 96h	Tb PYK inh	LmPK inh	AmpC no deterg	CHX counter
CCc1noc(C)c1C(=O)OCC(=O)NC(=O)c1ccccc1OC	-19.5%	1.0	18.3%	1.1%	-4.0%	14.0%	-3.4
CCc1ccc(NC(=O)Cn2nc(C(=O)O)c3ccccc3c2=O)cc1	34.0%[activator]	-12.5	39.5%[activator]	2.2%	3.3%	-4.6%	4.1
CCOc1cc2[nH]c(=O)n(CCCC(=O)NCc3ccc(OC)cc3)c(=O)c2cc1OCC	-20.2%	-4.9	?	1.2%&6.3%	0.6%	-14.8%	1.9
COc1ccc(S(=O)(=O)N2CCOC2CNC(=O)C(=O)NCCc2ccccc2)cc1C (stereo not given)	-7.2%	-5.7	-16.3%	-2.8%	1.5%	43.6%	0.6
COc1ccc(C(=O)Oc2ccc3ccc(=O)oc3c2)cc1OC	12.4%	12.8	6.4%	-5.1%	-2.5%	-2.8%	-2.8
O=C(Cn1cc(C(=O)c2ccco2)c2ccccc21)NC1CCCCC1	22.8%	-19.7	2.0%	1.8%	-7.9%	-16.7%	-5.5
O=C(O)c1cc(=O)n(Cc2ccccc2)c(=O)[nH]1	2.2%	-1.9	8.6%	2.2%	3.2%	-4.5%	-3.2
CC1Cc2ccccc2N1C(=O)COC(=O)Cc1ccc(F)cc1 (stereo not given)	-24.3%	.	-2.7%	0.3%	.	-13.6%	.
O=C(CN(C(=O)CNS(=O)(=O)c1ccccc1)c1ccc2c(c1)OCCO2)NCc1ccco1	-14.7%	2.1	58.0%[activator]	-3.6%	3.6%	-38.6%	10.7
Cn1c(S(=O)(=O)O)nc2ccccc21	6.3%	-9.0	19.6%	-2.7%	-1.3%	2.3%	-1.4
COc1ccc(C(=O)N2CCCC(c3ccccc3)=N2)cc1	?	24.8	16.0%	1.7%	-1.5%	2.9%	8.3
C(=N\Nc1ccccn1)/c1c[nH]c2ccccc12	94.8%[activator]	88.9*	0.9%	-19.8%	-0.6%	-29.3%	30.2*
COc1cccc(NC(=O)C(OC(=O)/C=C/c2ccc3c(c2)OCO3)c2ccccc2)c1 (stereo not given)	?	-9.1	.	.	-5.4%	-37.5%	4.4
CC(O)[C@@H](C(=O)N1CCNCC1)n1cc(CCCCN)nn1 (stereo not given in full)	44.5%[activator]	-18.1	31.3%[activator]	2.1%	-0.3%	-0.5%	-2.5
C[C@@H](C(=O)O)c1ccc(-c2ccccc2)c(F)c1	6.5%[12.8 µM]	.	-15.4%[12.8 µM]	-6.3%[33.2 µM]	.	.	.
CC(=O)/C(=N/Nc1ccc(C)cc1)Sc1nnc(CCc2ccccc2)n1-c1ccccc1	-7.2%	-9.1	-6.4%	-9.4%	-2.3%	-19.1%	-1.3
NC(=O)c1ccccc1NC(=O)CCCc1ccccc1	65.2%[activator]	.	8.2%	1.2%	0.2%	-15.1%	20.1*
c1ccc(CCn2nnnc2C(c2cccnc2)N2CCOCC2)cc1 (stereo not given)	-13.6%	-8.9	2.62µM*	-5.4%	-1.4%	-4.6%[11.4 µM]	5.0
CCCN(CCC)C(=O)COc1cc(=O)n(CC)c2ccccc12	6.0%	-8.5	?	-31.0%	-0.1%	-2.6%	-2.2
O=C1CSc2ccccc2N1Cc1ccc(F)cc1	-53.3%	22.7	?	6.0%	0.4%	-24.8%	30.9*
COc1ccc(-c2nnc(SCc3nnc(-c4ccccc4)o3)n2C)cc1OC	-27.2%	2.3	.	1.0%	-9.6%	-8.9%	-3.5
CCNC(=O)C1CC(=O)N(Cc2ccc(F)cc2)C(=Nc2ccc(OC)cc2)S1 (stereo not given)	7.38µM*	-13.9	?	1.0%	1.2%	27.9%	-1.6
COC(C[C@@H](O)CC(=O)[C@@H](C)OCc1ccccc1)OC	60.6%[activator]	10.0	42.7%[activator]	1.1%	0.8%	-0.2%	-2.4
Cc1ccccc1C(=O)Nc1ccnn1C1CCN(Cc2cccnc2)CC1	-2.1%	-4.6	-4.0%	-7.2%	-6.3%	0.9%	-2.4
O=C(c1ccccc1F)N(Cc1ccccc1)C1CCS(=O)(=O)C1 (stereo not given)	23.5%	-16.8	?	0.0%	5.5%	1.0%	-1.5
O=C(CCCC(=O)c1ccccc1)NCc1ccccc1	29.2%	-1.7	-2.9%	-8.2%	-4.6%	-13.5%	5.3
COC(=O)CSc1nnc(CNC(=O)c2ccc(OC)c(OC)c2)n1C	48.2%[activator]	-1.4	43.3%[activator]	-1.0%	-7.0%	13.5%	-5.8
C[C@]12C=CC(=O)C=C1CC[C@@H]1[C@@H]2C(=O)C[C@@]2(C)[C@H]1CC[C@]2(O)C(=O)CO	22.0%&24.4%&-7.8%	9.8	?	-2.3%&8.0%&-4.3%	-16.8%	-2.5%&24.9%	3.0
Cc1cc(=O)oc(C)c1C(=O)NCc1ccc(F)cc1	11.4%	-6.1	0.0%	-16.1%	2.8%	-10.7%	-1.3
COc1cc(-c2nc3ccccn3c2/N=C/c2cccc(F)c2)ccc1O	3.9%	-2.7	?	-4.4%	7.7%	-23.1%	12.3
Cn1c(Cc2cccs2)nnc1SCC(=O)Nc1ccc(C(N)=O)cc1	1.1%	.	?	-1.2%	.	-16.2%	.
COC(=O)CC1(C(=O)OC)Oc2ccc(Br)cc2C(=O)N1c1cc(Cl)cc(Cl)c1 (stereo not given)	5.22µM*	-4.2	9.28µM*	-2.1%	1.9%	-5.5%	-0.8
CSc1cc(-c2ccc(Cl)cc2)c(C(=O)NC(C)C)s1	-4.3%	-4.3	-4.4%	?	0.4%	-17.9%	-2.8
NC(=O)c1cccnc1OCC(F)(F)F	44.5%[activator]	-13.4	1.0%	-7.1%	0.7%	-4.5%	-2.3
COC(=O)c1cc(CNC(=O)c2ccc(N3CCCC3)c([N+](=O)[O-])c2)ccc1OC	?	-14.1	-6.0%	-5.7%	-1.3%	83.6%[activator]	-2.9
Cc1cc(OCc2cc3c(cc2Cl)OCO3)c2c(C)cc(=O)oc2c1	17.9%	-6.9	-23.1%	2.3%	0.1%	-25.5%	-1.9

Three of these compounds in another layout.
> COc1ccc(C(=O)N2CCCC(c3ccccc3)=N2)cc1
  Pf growth 48h = ?
  Shiga inhibitor = 24.8
  Pf growth 96h = 16.0%
  Tb PYK inh = 1.7%
  LmPK inh = -1.5%
  AmpC no deterg = 2.9%
  CHX counter = 8.3

> C(=N\Nc1ccccn1)/c1c[nH]c2ccccc12
  Pf growth 48h = 94.8%[activator]
  Shiga inhibitor = 88.9*
  Pf growth 96h = 0.9%
  Tb PYK inh = -19.8%
  LmPK inh = -0.6%
  AmpC no deterg = -29.3%
  CHX counter = 30.2*

> COc1cccc(NC(=O)C(OC(=O)/C=C/c2ccc3c(c2)OCO3)c2ccccc2)c1 (stereo not given)
  Pf growth 48h = ?
  Shiga inhibitor = -9.1
  Pf growth 96h = .
  Tb PYK inh = .
  LmPK inh = -5.4%
  AmpC no deterg = -37.5%
  CHX counter = 4.4

The listing continues.
SMILES	Pf growth 48h	Shiga inhibitor	Pf growth 96h	Tb PYK inh	LmPK inh	AmpC no deterg	CHX counter
CCOc1cc2c(cc1C=O)OC(C)C2 (stereo not given)	16.4%	-8.5	?	0.6%	-5.3%	-7.2%	-2.0
COc1ccc(-n2c(O)c(C(C)=NCCCn3ccnc3)c(=O)[nH]c2=O)cc1	95.3%[activator]	-10.5	86.6%[activator]	6.0%	-4.1%	-36.4%	2.1
O=C(OCc1c(-c2ccccc2)ncc2ccccc12)N1CCOCC1	-8.2%	.	?	-13.1%	.	-6.0%	.
CCC(C)(C)NC(=O)Cn1c(-c2ccc(C)cc2)noc1=O	-2.5%	-5.5	54.2%[activator]	1.2%	-10.2%	-10.3%	-4.0
COc1ccc(-c2cc(C(=O)Nc3ccccc3SC)no2)cc1	24.8%	32.6	0.0%	0.7%	-1.6%	-18.6%	6.3
CSc1ncccc1C(=O)OCC(=O)NC(=O)NCCC(C)C	8.0%	12.1	19.5%	1.1%	1.0%	-5.3%	-3.1
Cc1cccc(Cn2c(C(=O)OC(C)C)cc3c2ccn3C)c1	.	-9.9	?	2.9%	5.0%	-11.1%	2.3
COCCNC(=S)N1CCN(C/C=C/c2ccccc2)CC1	15.4%	-5.8	?	5.3%	2.7%	49.9%	-2.0
Cc1sc2ncnc(SCC(=O)NC(C)(C)C)c2c1C	37.5%[activator]	9.1	5.8%	3.9%	1.9%	-1.0%	-0.5
COc1ccccc1-n1c(CNCC2CCCO2)nc2ccccc2c1=O (stereo not given)	15.5%	12.9	6.2%	2.3%	-0.4%	-7.7%	-3.7
CSc1nc(Cl)c(Cc2ccc(OCC(C)C)cc2)c(N2CCOCC2)n1	?	-5.5	?	0.4%	0.5%	-3.7%	-3.2
CCCCN1C(=O)NC(=O)C2(Cc3cc(C)ccc3N(C)C2)C1=O (stereo not given)	-6.9%	-9.2	21.4%	-8.9%	-0.2%	-21.6%	0.6
COc1ccc(NC(=S)Nc2cc(C)cc(C)n2)cc1OC	43.5%[activator]	24.5	?	5.5%	-0.2%	-14.8%	20.7*
COC(=O)CN(C(=S)Nc1ccc(F)cc1)C1CC(=O)N(c2ccccc2)C1=O (stereo not given)	10.4µM*	-7.9	7.4%	-4.1%	-1.4%	-4.4%	-2.0
COc1ccc2sc(-c3ccc(N(C)C)cc3)c(C#CCO)c2c1	?	.	?	-2.9%	.	-4.9%	.
Cc1c(C#N)c(O)[nH]c(=O)c1N=Nc1ccc(Br)cc1C(=O)O	-3.0%	-5.2	-17.5%	-6.9%	-9.0%	-21.2%	-1.0
COc1ccc(-c2n[nH]c(C)c2-c2cnn(-c3ccccc3)c2)c(O)c1	-16.1%	6.9	i	-4.5%	3.0%	-34.4%	-4.8
CCOC(=O)C1CCN(Cc2nc3ccc([N+](=O)[O-])cc3c(=O)n2-c2ccc(OC)cc2OC)CC1	?	-9.9	2.4%	-3.3%	5.9%	-10.5%	8.4
Cc1cccc(N2CCN(C(c3ccccc3)c3nnnn3C(C)(C)C)CC2)c1C (stereo not given)	-3.2%	1.6	?	-13.0%	0.3%	-19.5%	-3.5
COc1cccc(C(=O)N2C(C(=O)O)CSC2c2ccccc2Cl)c1 (stereo not given)	13.0%	-1.1	-0.6%	-0.9%	-0.3%	-19.0%	0.4
CCCSc1nnc(Cn2c(=O)sc3ccccc32)n1-c1ccccc1	.	-6.2	8.6%	-6.8%	7.3%	32.4%	-2.1
CCCCN1CC(COc2ccccc2)OC1=O (stereo not given)	2.4%	33.1	2.94µM*	1.4%	-0.1%	1.6%	5.0
COc1ccc(/C=C/C(=O)NCCC(=O)N2CCCN(C)CC2)cc1	27.1%	-13.3	6.6%	3.6%	-0.8%	-9.7%	-1.6
COc1ccccc1/C=N/NC(=O)c1ccc(=O)n(C)c1	-7.5%	-12.9	2.1%	-7.4%	-5.2%	-5.9%	-1.4
COc1ccc(S(=O)(=O)N2CCN(C(=O)CN3C(=O)NC(C)(C)C3=O)CC2)cc1	-19.6%	.	-18.2%	0.1%	.	-8.2%	.
